Bioassay records: PubChem BioAssay, several laboratories
KCNK9 block – KCNK9 potassium channel inhibitors, primary screen, HEK293 cells, thallium flux; Potassium channel subfamily K member 9 (Homo sapiens), Q9NPC2; B-score at 10 µM; AID 488922, 2010; FluxOR thallium flux fluorescence; stronger effect = lower value; actives 1.2% (n = 310,000);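 active = ratio B-score over 3 SD below the library mean, with starting fluorescence within 5 SD of its mean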;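 also: negative B-score means less thallium flux so channel inhibition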
TRPC4 act – activators of mouse TRPC4 channel, primary screen, Fluo4 calcium, HEK293 TRPC4beta/mu-opioid cells; Fluo4 calcium fluorescence; stronger effect = higher value; actives 0.49% (n = 310,000); B-score at 10 µM; Short transient receptor potential channel 4 (Mus musculus), Q9QUQ5;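 active = B-score above 5 SD of library B-scores, and initial fluorescence ratio not above library mean plus 5 SD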;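 also: positive B-score marks a calcium rise read as TRPC4 activation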
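Technique: kinetic Fluo4 calcium fluorescence; Test system: TRPC4beta and mu-opioid receptor HEK293 stable cells; Measure: B-scored integrated calcium fluorescence ratio; Benchmarks: low control buffer alone, high control maximal DAMGO; Schedule: 45 min room-temperature Fluo4 loading, 110 s read.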
KCNQ1 inh – inhibitors of human KCNQ1 channel, primary screen, cell-based, thallium flux, high-throughput; Potassium voltage-gated channel subfamily KQT member 1 (Homo sapiens), P51787; CHO-K1 KCNQ1, FluxOR thallium flux fluorescence; stronger effect = higher value; B-score at 10 µM; actives 1.3% (n = 310,000);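 active = compounds whose thallium flux B-score, printed positive for inhibition, exceeds three library SD while starting fluorescence stays within three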;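 also: channel opened by potassium depolarization with thallium stimulus after 20 min compound exposure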
hERG protect – hERG rescue from dofetilide block, primary screen, cell-based, CHO-hERG, FluxOR thallium flux, dofetilide IC70; actives 0.51% (n = 310,000); dofetilide IC70 present; AID 1511, 2009; activation (rescue from dofetilide block), less the hit threshold, % at 10 µM;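 active = activation above the mean of controls blocked by dofetilide plus 5 SD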;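 also: thallium influx through hERG after potassium depolarization seen as dye fluorescence rise; in these data hits start at about 4.7%; inactives centre near -7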
Target sequence (Q12809 whole entry, looked up): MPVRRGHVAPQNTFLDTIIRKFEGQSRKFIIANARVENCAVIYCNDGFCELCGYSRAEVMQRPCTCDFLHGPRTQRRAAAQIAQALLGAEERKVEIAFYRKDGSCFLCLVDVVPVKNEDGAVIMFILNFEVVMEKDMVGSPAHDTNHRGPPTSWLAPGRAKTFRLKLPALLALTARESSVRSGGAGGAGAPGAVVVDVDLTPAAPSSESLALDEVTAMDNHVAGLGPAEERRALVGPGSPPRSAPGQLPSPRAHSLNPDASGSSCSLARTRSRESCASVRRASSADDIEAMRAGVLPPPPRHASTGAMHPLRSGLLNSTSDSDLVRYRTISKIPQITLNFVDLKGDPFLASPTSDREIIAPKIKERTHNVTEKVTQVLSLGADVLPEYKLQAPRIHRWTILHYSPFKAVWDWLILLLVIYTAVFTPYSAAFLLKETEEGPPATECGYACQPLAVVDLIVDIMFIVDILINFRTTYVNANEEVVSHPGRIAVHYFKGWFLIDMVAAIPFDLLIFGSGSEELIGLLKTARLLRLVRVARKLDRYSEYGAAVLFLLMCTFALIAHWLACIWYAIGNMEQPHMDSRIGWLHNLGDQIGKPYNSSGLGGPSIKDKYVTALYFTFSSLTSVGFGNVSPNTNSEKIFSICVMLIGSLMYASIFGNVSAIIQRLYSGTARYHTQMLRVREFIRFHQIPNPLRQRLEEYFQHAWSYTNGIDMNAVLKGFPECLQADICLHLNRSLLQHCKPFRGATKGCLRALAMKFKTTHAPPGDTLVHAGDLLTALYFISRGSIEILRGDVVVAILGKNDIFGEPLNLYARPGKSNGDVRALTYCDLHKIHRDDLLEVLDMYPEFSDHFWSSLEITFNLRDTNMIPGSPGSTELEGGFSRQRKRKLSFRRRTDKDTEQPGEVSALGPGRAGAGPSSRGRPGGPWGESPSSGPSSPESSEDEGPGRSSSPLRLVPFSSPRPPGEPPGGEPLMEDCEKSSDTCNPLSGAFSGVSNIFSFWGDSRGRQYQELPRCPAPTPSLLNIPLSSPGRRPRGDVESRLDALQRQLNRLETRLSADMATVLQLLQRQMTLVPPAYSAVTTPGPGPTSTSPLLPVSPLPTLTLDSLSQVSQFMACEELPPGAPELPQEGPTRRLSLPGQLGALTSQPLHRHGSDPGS
Platelet DG rel – inhibitors of platelet dense granule secretion, primary screen, cell-based, MLPCN, human platelets; human platelet-rich plasma, SFLLRN dense granule ATP release, luminescence; inhibition, %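 (compounds screened at 7.5 µM in platelet-rich plasma)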; actives 0.22% (n = 300,000);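 active = mean replicate score, as percent of positive control, at or above 50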
TRPC4 potent – positive allosteric modulators of TRPC4, primary screen, cell-based, mouse TRPC4beta, HEK293 mu-opioid, Fluo-4 calcium. Short transient receptor potential channel 4 (Mus musculus), Q9QUQ5. DAMGO EC20, Fluo-4 Ca2+ flux; stronger effect = higher value. B-score at 10 µM. actives 0.42% (n = 310,000). AID 2227, 2009;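 active = B-score of calcium response area above 5 SD of library B-scores, with initial fluorescence ratio within 5 SD of library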;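 also: B-score of integrated fluorescence ratio over time as area under calcium response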
KCNQ1 act – potentiators or activators of KCNQ1 channel, primary screen, cell-based, thallium flux, high-throughput. Potassium voltage-gated channel subfamily KQT member 1 (Homo sapiens), P51787. CHO-K1 KCNQ1, thallium flux FluxOR fluorescence; stronger effect = higher value. B-score at 10 µM. actives 0.35% (n = 310,000). AID 2648, 2010;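 active = fluorescence ratio B-score, a plate-corrected score, at least three library SD, with initial intensity B-score within 5 SD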
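Medium – assay buffer, equal DMSO in all wells · Material – CHO-K1 cell line with stable KCNQ1 potassium channel expression · Signal – kinetic FluxOR thallium fluorescence, 10-s 1-Hz baseline, 110-s post-stimulus read · Compound – single concentration per compound, DMSO matched to controls · Schedule – 37 °C overnight plating, 90-min dark dye load, 20-min compound pretreatment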
TRPC4 inh – inhibitors of mouse TRPC4 channel, primary screen, Fluo4 calcium, HEK293 TRPC4beta/mu-opioid cells. B-score at 10 µM. actives 0.39% (n = 300,000). Short transient receptor potential channel 4 (Mus musculus), Q9QUQ5. DAMGO-evoked Fluo4 calcium flux; stronger effect = lower value. AID 2247, 2010;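 active = B-score over 3 SD under the library average, no early fluorescence shift, positive overall ratio signal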
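Test system – stable TRPC4beta/mu-opioid receptor HEK293 cells · Probe or stimulus – DAMGO, a submaximal dose followed by a maximal one · Dosing – one concentration per compound · Signal – Fluo4 calcium fluorescence by kinetic imaging, 5 s 1 Hz baseline · Evaluation – per-well B score of integrated baseline-normalized Fluo4 ratio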
KCNK3 block – human KCNK3 channel inhibitors, primary screen, CHO cells, FluxOR thallium flux, B-score. Potassium channel subfamily K member 3 (Homo sapiens), O14649. FluxOR fluorescence; stronger effect = lower value. B-score at 10 µM. actives 0.84% (n = 340,000). AID 602410, 2012;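 active = B-score under library mean minus 4 SD, starting fluorescence ratio at most library mean plus 5 SD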;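 also: more negative B-score means stronger inhibition of thallium flux through KCNK3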
DYRK1A inh – rat Dyrk1A kinase inhibitors, primary screen, biochemical, single point, plate reader; Dual specificity tyrosine-phosphorylation-regulated kinase 1A (Rattus norvegicus), Q63470; ADP-Glo luminescence, NFATc1 peptide; inhibition, % at 12.5 µM; actives 0.43% (n = 310,000); in the data active = inhibition above about 50%;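 also: plate controls were vehicle with enzyme for no effect and no enzyme for full effect; many of its hits are not listed in these tables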
PolyA inhibitor – polyadenylation inhibitors in yeast reporter cells, primary screen, luminescence, S. cerevisiae | S. cerevisiae SKY197-pL101 polyadenylation reporter, beta-gal luminescence; efflux-impaired pdr1/pdr3 knockout yeast; score 100 = 6 SD above DMSO | calls only at 12 µM | actives 0.02% (n = 300,000) | AID 1875, 2009;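 active = lowest replicate activity score at least 50, where 100 means six control SD above control mean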;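 also: yeast exposed to compound for 9 h at 30 °C; higher score means more reporter readthrough which indicates perturbed polyadenylation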
The depositor's hits bear a star. A portion of the library, so the mix of outcomes need not match the whole.

Screening Cc1cc([N+](=O)[O-])c(NC2CCCCC2)c([N+](=O)[O-])c1 returned KCNK9 block inactive, TRPC4 act inactive, KCNQ1 inh inactive, hERG protect -11, Platelet DG rel 3, TRPC4 potent inactive, KCNQ1 act inactive, TRPC4 inh inactive, KCNK3 block inactive, DYRK1A inh 5 and PolyA inhibitor inactive.
`CCC1CCCCN1S(=O)(=O)c1ccc(-n2cnnn2)c(C)c1` (centres undefined) gave KCNK9 block inactive, TRPC4 act inactive, KCNQ1 inh inactive, hERG protect -3, Platelet DG rel -6, TRPC4 potent inactive, KCNQ1 act inactive, TRPC4 inh inactive, KCNK3 block inactive, DYRK1A inh -1 and PolyA inhibitor inactive.
Screening CC(=O)N1c2ccc(S(=O)(=O)N(C)CC(=O)NCc3ccccc3)cc2CC1C (centres undefined) returned KCNK9 block inactive, TRPC4 act inactive, KCNQ1 inh inactive, hERG protect -6, Platelet DG rel -1, TRPC4 potent inactive, KCNQ1 act inactive, TRPC4 inh inactive, KCNK3 block inactive, DYRK1A inh 4 and PolyA inhibitor inactive.
`O=c1ccsn1Cc1ccccc1` gave KCNK9 block inactive, TRPC4 act inactive, KCNQ1 inh inactive, hERG protect -8, Platelet DG rel 10, TRPC4 potent inactive, KCNQ1 act inactive, TRPC4 inh inactive, KCNK3 block inactive, DYRK1A inh 3 and PolyA inhibitor inactive.
Screening O=C(CSc1nc2ccccc2[nH]1)Nc1ccc2c(c1)OCCO2 returned KCNK9 block inactive, TRPC4 act inactive, KCNQ1 inh inactive, hERG protect -14, Platelet DG rel -3, TRPC4 potent inactive, KCNQ1 act inactive, TRPC4 inh inactive, KCNK3 block inactive and DYRK1A inh 7.
`Cc1ccc(S(=O)(=O)NCC(c2ccco2)N2CCOCC2)cc1` (centres undefined) gave KCNK9 block inactive, TRPC4 act inactive, KCNQ1 inh inactive, hERG protect -12, Platelet DG rel -2, TRPC4 potent inactive, KCNQ1 act inactive, TRPC4 inh inactive, KCNK3 block inactive, DYRK1A inh -1 and PolyA inhibitor inactive.
Screening Cc1ccc(CCNC(=O)c2cc(-c3ccncc3)nc3ccc(S(=O)(=O)N4CCOCC4)cc23)cc1 returned KCNK9 block inactive, TRPC4 act inactive, KCNQ1 inh inactive, hERG protect -6, Platelet DG rel 1, TRPC4 potent inactive, KCNQ1 act inactive, TRPC4 inh inactive, KCNK3 block inactive, DYRK1A inh 1 and PolyA inhibitor inactive.
Cc1ccc(S(=O)(=O)CCc2nc3ccccc3[nH]2)cc1C was read as KCNK9 block inactive, TRPC4 act inactive, KCNQ1 inh inactive, hERG protect -7, Platelet DG rel 9, TRPC4 potent inactive, KCNQ1 act inactive, TRPC4 inh inactive, KCNK3 block inactive, DYRK1A inh -3 and PolyA inhibitor inactive.
`C[C@]12CCC3c4ccc(O)cc4CCC3C1CC/C2=N\N` (some centres undefined) gave KCNK9 block inactive, TRPC4 act inactive, KCNQ1 inh inactive, hERG protect -7, Platelet DG rel 10, TRPC4 potent inactive, KCNQ1 act inactive, TRPC4 inh inactive, KCNK3 block inactive, DYRK1A inh 1 and PolyA inhibitor inactive.
For Cc1csc(SCC(=O)Nc2cc(S(=O)(=O)N(C)C)ccc2C)n1 the results were KCNK9 block inactive, TRPC4 act inactive, KCNQ1 inh inactive, hERG protect -10, Platelet DG rel -8, TRPC4 potent inactive, KCNQ1 act inactive, TRPC4 inh inactive, KCNK3 block inactive, DYRK1A inh -3 and PolyA inhibitor inactive.
Screening CCCc1nc2sc3c(=O)[nH]cnc3c2c2c1CCCC2 returned KCNK9 block inactive, TRPC4 act inactive, KCNQ1 inh inactive, hERG protect -8, Platelet DG rel 15, TRPC4 potent inactive, KCNQ1 act inactive, TRPC4 inh inactive and PolyA inhibitor inactive.
O=C(O)C(=O)Nc1nc(-c2ccc3c(c2)OCCO3)cs1 was read as KCNK9 block inactive, TRPC4 act inactive, KCNQ1 inh inactive, hERG protect -1, Platelet DG rel 21, TRPC4 potent inactive, KCNQ1 act inactive, TRPC4 inh inactive, KCNK3 block inactive, DYRK1A inh -6 and PolyA inhibitor inactive.
COc1ccc(NC(=S)NCc2cccnc2)cc1 was read as KCNK9 block inactive, TRPC4 act inactive, KCNQ1 inh inactive, hERG protect -1, Platelet DG rel 4, TRPC4 potent inactive, KCNQ1 act inactive, TRPC4 inh inactive, KCNK3 block inactive, DYRK1A inh -3 and PolyA inhibitor inactive.
CCCNC(=O)CN1C(=O)c2ccccc2Sc2ncccc21 was read as KCNK9 block inactive, TRPC4 act inactive, KCNQ1 inh inactive, hERG protect -4, Platelet DG rel -2, TRPC4 potent inactive, KCNQ1 act inactive, TRPC4 inh inactive, KCNK3 block inactive, DYRK1A inh 1 and PolyA inhibitor inactive.
`CCOc1ccc(Nc2nnc(SCc3nc4ccccc4c(=O)[nH]3)s2)cc1` gave KCNK9 block inactive, TRPC4 act inactive, KCNQ1 inh inactive, hERG protect -11, Platelet DG rel -12, TRPC4 potent inactive, KCNQ1 act inactive, TRPC4 inh inactive, KCNK3 block inactive, DYRK1A inh -7 and PolyA inhibitor inactive.
COc1c(C)cc(C(=O)C2CCCN(C(=O)C3=C(C)OCCO3)C2)cc1C (centres undefined) was read as KCNK9 block inactive, TRPC4 act inactive, KCNQ1 inh inactive, hERG protect -11, Platelet DG rel 4, TRPC4 potent inactive, KCNQ1 act inactive, TRPC4 inh inactive, KCNK3 block inactive, DYRK1A inh -1 and PolyA inhibitor inactive.
Screening CC(C)(C)NC(=O)/C(=C\c1ccc(Br)cc1)NC(=O)c1cccs1 returned KCNK9 block inactive, TRPC4 act inactive, KCNQ1 inh inactive, hERG protect -4, Platelet DG rel -11, TRPC4 potent inactive, KCNQ1 act inactive, TRPC4 inh inactive, KCNK3 block inactive, DYRK1A inh 1 and PolyA inhibitor inactive.
Screening Cc1ccc2c(CC(=O)NCC(=O)Nc3c(C)cccc3C)coc2c1 returned KCNK9 block inactive, TRPC4 act inactive, KCNQ1 inh inactive, hERG protect -16, Platelet DG rel -2, TRPC4 potent inactive, KCNQ1 act inactive, TRPC4 inh inactive, KCNK3 block inactive, DYRK1A inh -7 and PolyA inhibitor inactive.
For Cc1cccc(NCCC#N)c1 the results were KCNK9 block inactive, TRPC4 act inactive, KCNQ1 inh inactive, hERG protect 0, Platelet DG rel 5, TRPC4 potent inactive, KCNQ1 act inactive, TRPC4 inh inactive, KCNK3 block inactive, DYRK1A inh 2 and PolyA inhibitor inactive.
O=C1CSC(c2cn(-c3ccccc3)nc2-c2cccs2)N1Cc1ccccc1 (centres undefined) was read as KCNK9 block inactive, TRPC4 act inactive, KCNQ1 inh inactive, hERG protect -7, Platelet DG rel 3, TRPC4 potent inactive, KCNQ1 act inactive, TRPC4 inh inactive and PolyA inhibitor inactive.
`N#CCC(CNc1ncc(C(F)(F)F)cc1Cl)OC(=O)c1cccc([N+](=O)[O-])c1` (centres undefined) gave KCNK9 block inactive, TRPC4 act inactive, KCNQ1 inh inactive, hERG protect -3, Platelet DG rel -4, TRPC4 potent inactive, KCNQ1 act inactive, TRPC4 inh inactive, KCNK3 block inactive, DYRK1A inh 5 and PolyA inhibitor inactive.
`Cc1cc[n+](-c2[nH]c(=O)sc2/C=N/N=C(\[O-])c2ccncc2)cc1` gave KCNK9 block inactive, TRPC4 act inactive, KCNQ1 inh inactive, hERG protect -15, Platelet DG rel 4, TRPC4 potent inactive, KCNQ1 act inactive, TRPC4 inh inactive, KCNK3 block inactive and PolyA inhibitor inactive.
`COCCCNC(=O)Cn1nnc(-c2ccccc2NC(=O)c2ccccc2F)n1` gave KCNK9 block inactive, TRPC4 act inactive, KCNQ1 inh inactive, hERG protect -7, Platelet DG rel 2, TRPC4 potent inactive, KCNQ1 act inactive, TRPC4 inh inactive, KCNK3 block inactive, DYRK1A inh -8 and PolyA inhibitor inactive.
Screening S=c1[nH]nc(-c2ccco2)n1-c1cccc2ccccc12 returned KCNK9 block inactive, TRPC4 act inactive, KCNQ1 inh inactive, hERG protect -2, Platelet DG rel 2, TRPC4 potent inactive, KCNQ1 act inactive, TRPC4 inh inactive, KCNK3 block inactive and PolyA inhibitor inactive.
COC(=O)c1ccc([C@@H]2C[C@H]3CN(Cc4cccnc4)C(=O)[C@]34CCCN24)cc1 was read as KCNK9 block inactive, TRPC4 act inactive, KCNQ1 inh inactive, hERG protect -11, Platelet DG rel -5, TRPC4 potent inactive, KCNQ1 act inactive, TRPC4 inh inactive, KCNK3 block inactive, DYRK1A inh 2 and PolyA inhibitor inactive.
Cc1cccc2nc(-c3ccco3)oc(=O)c12 was read as KCNK9 block inactive, TRPC4 act inactive, KCNQ1 inh inactive, hERG protect -8, Platelet DG rel -3, TRPC4 potent inactive, KCNQ1 act inactive, TRPC4 inh inactive, KCNK3 block inactive, DYRK1A inh 1 and PolyA inhibitor inactive.
`CCOc1cc(CNc2ccc(N3CCCCC3)cc2)cc(Br)c1OCC(=O)NC(C)(C)C` gave KCNK9 block inactive, TRPC4 act inactive, KCNQ1 inh inactive, hERG protect -16, Platelet DG rel -20, TRPC4 potent inactive, KCNQ1 act inactive, TRPC4 inh inactive, KCNK3 block inactive, DYRK1A inh 0 and PolyA inhibitor inactive.
`CCc1nnc(NC(=O)CSc2nc3cccnc3n2C2CCCCC2)s1` gave KCNK9 block inactive, TRPC4 act inactive, KCNQ1 inh inactive, hERG protect -5, Platelet DG rel -1, TRPC4 potent inactive, KCNQ1 act inactive, TRPC4 inh inactive, KCNK3 block inactive, DYRK1A inh -1 and PolyA inhibitor inactive.
